Bioassay records: PubChem, National Center for Advancing Translational Sciences (NCATS)
Eya2 phos inh: inhibitors of human Eya2 phosphatase activity; recombinant Eya2, OMFP fluorescence dephosphorylation (OMFP is methylfluorescein phosphate); Potency, µM (series often up to 76.9 µM), without a hit: top-dose activity, negative = inhibition, most hits filed as inhibitors; 0.006% of 330,000 active; AID 488837; also: potency is read from the fitted curve at half-maximal effect
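Eya2 (0.2 uM) preincubated 10 min at ambient with compound, then OMFP substrate added at 50 uM; 10 min reaction in 50 mM HEPES pH 7.5, 50 mM NaCl, 5 uM MgCl2, 0.05% BSA, 1 mM DTT. Fluorescence read at Ex 485/Em 525 nm.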
GALK inh: blocks human galactokinase activity; P51570; Purified GALK, Kinase-Glo residual ATP luminescence; Potency, µM (top dose mostly 57.5 µM), without a hit: at the top dose activity change, negative = inhibition, actives largely listed as inhibitors; 0.007% of 270,000 active; also: potency is read from the fitted curve at half-maximal effect
Target sequence (P51570 whole entry, looked up): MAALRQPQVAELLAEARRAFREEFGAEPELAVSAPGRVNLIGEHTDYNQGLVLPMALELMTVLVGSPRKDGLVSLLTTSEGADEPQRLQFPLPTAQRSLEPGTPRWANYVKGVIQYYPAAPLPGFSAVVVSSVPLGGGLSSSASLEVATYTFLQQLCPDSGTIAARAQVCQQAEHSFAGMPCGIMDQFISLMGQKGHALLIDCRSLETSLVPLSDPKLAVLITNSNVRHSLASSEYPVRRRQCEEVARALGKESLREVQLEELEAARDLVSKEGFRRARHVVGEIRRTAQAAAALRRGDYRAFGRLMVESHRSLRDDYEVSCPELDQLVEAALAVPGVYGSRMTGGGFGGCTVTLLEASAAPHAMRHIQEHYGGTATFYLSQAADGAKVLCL
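Galactose (100 uM) and ATP (35 uM) were turned over by 5 nM GALK for 1 h at RT. Kinase-Glo Plus then converted the remaining ATP into a luminescent signal.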
B2AR arrestin: beta2AR (human) beta-arrestin recruitment activity. Potency, µM (series often up to 46.1 µM), for the others: top-dose activation, actives largely listed as activators. beta-arrestin recruitment to beta2AR, cell-based reporter. P07550. 0.02% of 330,000 active;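 also: potency is read from the fitted curve at half-maximal effect; 0% = DMSO controls and full agonism = EC100 isoproterenol or metaproterenol; nearly all actives have a fitted effect of over 65% in size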
Target sequence (P07550 whole entry, looked up): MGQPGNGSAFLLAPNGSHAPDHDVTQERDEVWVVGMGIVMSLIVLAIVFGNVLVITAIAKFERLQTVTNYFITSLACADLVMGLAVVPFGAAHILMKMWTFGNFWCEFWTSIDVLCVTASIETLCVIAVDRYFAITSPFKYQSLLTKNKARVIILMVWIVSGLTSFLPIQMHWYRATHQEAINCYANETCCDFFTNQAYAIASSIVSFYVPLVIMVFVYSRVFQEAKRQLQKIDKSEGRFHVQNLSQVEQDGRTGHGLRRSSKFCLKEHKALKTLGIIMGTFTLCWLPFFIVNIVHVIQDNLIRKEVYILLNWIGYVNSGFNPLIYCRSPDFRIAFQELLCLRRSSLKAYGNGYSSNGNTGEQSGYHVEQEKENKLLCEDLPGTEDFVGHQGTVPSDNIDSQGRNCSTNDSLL
BCR signal inh: chronic active BCR signaling inhibition. ABC-DLBCL IkBa-CBG/CBR reporter, luminescence ratio, 4 h. Potency, µM (series often up to 46.1 µM), for the others: at the top dose ratio change, negative = lower green/red ratio, most hits filed as inhibitors. 0.05% of 340,000 active; active = well fitted inhibition curve with a large enough effect in the signal ratio, with a control signal flat, not every such curve was filed as active; inconclusive = small, poorly fitted or top-dose-only effect, or effect the other way, or a change in a side signal; the % refers to the signal ratio;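 also: potency is read from the fitted curve at half-maximal effect; plate controls were basal doxycycline-induced cells for no effect and cells given 10 µM MG132 for full effect; MG132 reads +100%, hits lower the ratio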
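Concentration-response series (up to 46 uM) were applied to TMD8 dual-reporter cells for 4 h at 37C with doxycycline. Green/red ratio, after filter-overlap correction, defined %Activity; red signal alone was normalised to basal cells and zero luminescence.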
Giardia killer: Giardia lamblia killing; Giardia lamblia trophozoite viability; activity change, % at 7.66 µM, hits read low; 0.15% of 340,000 active; in the data active = activity change below about -80%; inconclusive = between about -30% and that limit;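 also: parasites exposed to compound for two days anaerobically before the ATP read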
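Luminescent ATP signal served as the viability read-out, measured 15-30 min after adding ATP detection reagent to trophozoites that had been incubated with compounds for 48 hrs at 37 deg C anaerobically at 100 cells/well.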
KCNH2 3.1 inh: inhibitors of human KCNH2 3.1 potassium channel isoform; U2OS KCNH2 3.1, thallium flux FluxOr; hits give low values; activity change, % (tested at about 1.8 µM); 0.95% of 340,000 active; AID 720553;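 active = maximum activity change below -70%; inconclusive = maximum activity change from -70% to -50%; inactive = maximum activity change above -50%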;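 also: thallium influx rate constant from kinetic fluorescence after stimulation buffer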
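Measured as rate of thallium-driven FluxOr signal in transduced U2OS cells carrying the 3.1 channel, read kinetically for 2 min upon stimulation; values are rate constants scaled to DMSO control wells.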
hERG WT inh: blocks the wildtype human KCNH2 potassium channel; U2OS, BacMam KCNH2, thallium flux FluxOr; hits give low values; activity change, % at 1.84 µM; 0.37% of 340,000 active; Q12809;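 active = maximum activity change below -70%; inconclusive = maximum activity change between -70% and -50%; inactive = maximum activity change above -50%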
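U2OS cells transduced with wild-type KCNH2 virus are loaded with FluxOr dye for 45 min, and thallium flux is measured in kinetic reads before and after stimulation buffer. Rate constants are normalized to DMSO controls.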
USP2a block: inhibitors of human ubiquitin-specific protease USP2a | O75604 | USP2 core, Ub-CHOP2 coupled fluorogenic reporter, 485/531 | Potency, µM (doses to about 38.3 µM), for inactives: at the top dose activity change, negative = inhibition, most hits filed as inhibitors | 0.01% of 330,000 active | AID 463254;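 also: potency is read from the fitted curve at half-maximal effect; plate controls were DMSO wells for no effect and full inhibition by NEM control for full effect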
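USP2 core (10nM final) preincubated 30min RT with compound in 20mM Tris-HCl pH 8.0, 2mM CaCl2, 2mM beta-mercaptoethanol, 0.05% CHAPS; 25nM Ub-CHOP2 plus 25nM reporter substrate added, fluorescence (Ex485/Em531) read after 60min.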
uPA generation: inhibitors of cell surface uPA generation; cell surface uPA generation assay, qHTS; Potency, µM (top dose mostly 38.3 µM), for inactives: at the highest dose activity change, negative = inhibition, usual class: inhibitors; 0.31% of 330,000 active; AID 540303; active = well fitted inhibition curve with a large enough effect; inconclusive = small, poorly fitted or top-dose-only effect; inactive = no such curve, though single readings can be large or run the other way; tested in mouse RAW 264.7 cells; also: potency is read from the fitted curve at half-maximal effect; nearly all actives have a fitted effect of over 55% in size
PKM2 act: increases activity of human pyruvate kinase M2; Potency, µM (doses to about 57.5 µM), without a hit: at the highest dose activation, hits mostly activators; purified PKM2, Kinase-Glo ATP luminescence, activation; response scale: 0% is enzyme alone, no compound; P14618; 0.34% of 260,000 active; also: potency is read from the fitted curve at half-maximal effect; nearly all actives have a fitted effect of over 55% in size
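Purified hPK-M2 (>95%) run at intermediate activity with 0.1 mM ADP and 0.5 mM PEP in 50 mM imidazole pH 7.2, KCl, MgCl2; 1 h room temperature. ATP formed read by Kinase-Glo luminescence; normalized to uninhibited and no-enzyme controls.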
Coupling enz: coupling enzyme interference in Giardia aldolase counter-screen; coupling enzyme system counterscreen, AmpLite Red fluorescence; activity change, negative = inhibition, % at 58.2 µM, hits read low; 0.67% of 290,000 active; AID 2472; in the data active = activity change below about -30%
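First, compound is pin-transferred into glyceraldehyde-3-phosphate coupling-enzyme reagent at 57.5 uM final and held 10 min at RT. Next, substrate, coupling system and AmpLite Red are added. After 20 min RT, fluorescence (525/598 nm) is read.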
Numbers without * were called inactive; ? = inconclusive; · = not tested or not shown; [ ] = remark or other dose. Unless noted, calls follow the shape of the dose curve; as a rule, active = well fitted curve in the direction sought with a large enough effect; inconclusive = small, poorly fitted or top-dose-only effect, or another doubt; inactive = no such curve, though single readings can be large; an effect the other way counts as inactive or inconclusive. Unless noted, % is scaled to controls: 0 for no effect and ±100 for the full control effect.

SMILES,Eya2 phos inh,GALK inh,B2AR arrestin,BCR signal inh,Giardia killer,KCNH2 3.1 inh,hERG WT inh,USP2a block,uPA generation,PKM2 act,Coupling enz
O=C(CCCc1ccccc1)NCc1cccnc1,19%,0%,-0.1%,3%,-7,-9,1,4%,-2%,1%,0
Cc1ccc2c(CN3CCN(S(=O)(=O)c4ccc5c(c4)OCCO5)CC3)cc(=O)oc2c1C,-6%,1%,0.0%,-1%,16,11,-2,-1%,3%,3%,0
Cc1cc(C)n2c(=O)c3ccc(Cl)cc3nc2c1C#N,2%,1%,0.1%,13%,-9,19,11,-2%,2%,17%,5
Cc1ccc(S(=O)(=O)N2[C@@H](c3ccc(Cl)c(Cl)c3)C(C(=O)O)=C[C@H]2C(C)(C)C)cc1,-14%,·,-1.4%,0%,11,·,-9,4%,-3%,·,·
Cn1ncc(Cl)c1C(=O)Nc1ccc(CN2CCCCC2)cc1,3%,-1%,1.0%,-6%,3,1,5,-1%,-1%,0%,1
Cn1cc(Cl)c(C(=O)Nc2nc3ccc([N+](=O)[O-])cc3s2)n1,5%,4%,-0.4%,?,?,-8,3,0%,-1%,3%,2
CN(C(=O)c1ccno1)c1nnc(-c2cnccn2)s1,20%,3%,0.2%,5%,-13,36,-19,2%,5%,-8%,0
CSCCNC(=O)c1ccc2nc(C3CCCCC3)oc2c1,9%,3%,-1.2%,?,30[activator],4,-11,0%,1%,0%,1
CC(C)(C)NC(=O)C(c1ccco1)N(C(=O)Cn1nnc(-c2ccc(F)cc2)n1)c1cccc(F)c1 (stereo not given),1%,-2%,0.2%,-7%,11,5,-3,3%,14%,-12%,-4
Cc1cc2ccccn2c1C(=O)Nc1ccccc1,0%,-2%,0.3%,2%,-2,·,-12,1%,-2%,0%,-5
C=CCN1C=CC(=O)CC1,-6%,0%,0.0%,3%,?,-22,-11,6%,3%,-2%,-3
COc1ccc(CC(=O)NC2CC2)cc1OC,-27%,·,-0.1%,0%,0,-1,27,1%,-17%,·,2
O=C(NN1C(=O)C2C3c4ccccc4C(c4ccccc43)[C@@H]2C1=O)c1ccccc1 (stereo not given in full),-5%,1%,0.3%,-1%,7,5,10,-5%,1%,1%,4
Cc1cc(C(=O)Nc2sc3c(c2C#N)CCCC3)no1,0%,-4%,-0.8%,?,-16,31,-2,-2%,·,-10%,-1
CN(C)CCNc1nc(-c2ccccc2)nnc1C(F)(F)F,8%,2%,-1.0%,0%,-9,7,-3,2%,-1%,-2%,1
O=[N+]([O-])c1cc(S(=O)(=O)N2CCCC2)ccc1N/N=C/c1cccs1,5%,6%,-0.1%,-1%,5,-14,10,3%,0%,5%,1
COc1ccc(C(c2nnnn2CC2CCCO2)N2CCN(c3ccccc3)CC2)cc1 (stereo not given),-6%,-1%,-0.1%,0%,3,4,6,-6%,1%,6%,-4
NC(=O)c1cc(S(=O)(=O)NCc2ccc(Br)cc2)cs1,-3%,2%,-0.4%,1%,14,-4,3,2%,3%,·,4
Cc1cc(=O)oc(C)c1C(=O)Nc1ccc2nsnc2c1,0%,0%,0.3%,?,0,-1,-8,0%,-11%,-3%,0
CCOC(=O)c1sc2nccc(OC)c2c1N=CNOC,-9%,-1%,-0.3%,4%,-8,-4,-3,1%,-3%,-6%,-1
O=c1[nH]c(N2CCCCC2)nc2c1CCCC2,-7%,-1%,0.2%,5%,-6,28,3,-5%,-1%,7%,1
COc1ccccc1N1C(=O)c2cccc3c(Cl)ccc(c23)C1=O,-2%,2%,-0.3%,0%,18,1,3,1%,-2%,·,0
NNC(=O)c1nnn(-c2nonc2N)c1CN1CCCC1,-18%,-5%,0.1%,3%,-17,19,-18,-1%,28%,0%,1
Cc1ccc(CSc2nnc(SCC(=O)N/N=C/C=C/c3ccco3)s2)cc1,3%,0%,0.4%,?,9,-2,3,-2%,-4%,13%,1
Cc1onc(C(=O)Nc2ccccc2C(F)(F)F)c1[N+](=O)[O-],13%,5%,-0.7%,-1%,5,-2,2,2%,-29%,·,·

Remaining list, next part:
SMILES,Eya2 phos inh,GALK inh,B2AR arrestin,BCR signal inh,Giardia killer,KCNH2 3.1 inh,hERG WT inh,USP2a block,uPA generation,PKM2 act,Coupling enz
CCCc1cc(=O)oc2c3c(c4c(c12)OC(C)(C)C=C4)OC(C)C(C)C3O (stereo not given),-20%,6%,-0.5%,?,10,8,-10,-14%,1.4µM*,-1%,0
O=C(OC1CCCCC1)c1ccc(NC(=O)c2ccco2)cc1,1%,2%,-0.1%,?,-4,?,-4,2%,-4%,-4%,-3
O=C(COc1ccccc1)Nc1ccc2[nH]ncc2c1,9%,2%,0.3%,-1%,17,35,-12,0%,14%,-2%,2
CCOC(=O)CNCCC(=O)c1ccc(Br)cc1,4%,·,-1.6%,0%,-3,6,2,0%,-5%,2%,1
O=C(COC(=O)c1ccc([N+](=O)[O-])s1)c1ccc[nH]1,2%,·,-0.6%,?,-11,26,13,2%,-1%,·,·
CCOC(=O)c1cnc2ccc(OCC)cc2c1N1CCN(C)CC1,8%,0%,-0.8%,?,-15,-11,-1,-3%,-11%,2%,-39*
Cc1ccc(C(=O)COC(=O)[C@@H](NC(=O)c2ccco2)C(C)C)s1,1%,·,-0.3%,4%,7,3,5,3%,0%,·,·
O=C(COC(=O)C1(c2ccccc2F)CCCC1)N1CCNC1=O,6%,·,-0.1%,4%,3,2,0,0%,-1%,·,·
CC1CCN(C(=S)c2cccc(O)c2)CC1,-4%,0%,0.2%,1%,-3,4,-1,5%,3%,-4%,-1
O=C(O)CC1NC(=S)N(c2ccccc2)C1=O (stereo not given),2%,-3%,0.0%,?,37[activator],-1,4,0%,·,18%,0
CN(CC(=O)Nc1ccccc1Cl)C(=O)c1ccc(COc2ccccc2)cc1,-19%,·,0.4%,2%,-11,-24,-16,0%,3%,·,·
O=C(c1ccc(S(=O)(=O)N2CCCC2)cc1)N1CCN(c2cccc(Cl)c2)CC1,2%,-5%,-0.3%,3%,13,4,6,1%,?,3%,1
COc1ccc(S(=O)(=O)N2CCCC2CNC(=O)C(=O)NCc2ccc(C)cc2)cc1 (stereo not given),-31%,·,0.1%,-18%,5,10,13,0%,-2%,·,·
COc1ccc(-c2noc(N3CCC(C(=O)Nc4cccc(OC)c4)CC3)n2)cc1,-22%,·,0.4%,?,-16,3,10,-1%,-17%,2%,-1
CCn1c(SCC(=O)NCCOC)nc2sc(C)c(C)c2c1=O,0%,-3%,-0.1%,?,·,·,·,0%,·,?,3
Cc1ccccc1-c1nc(CS(=O)(=O)CC(=O)N2CCOCC2)c(C)o1,4%,-7%,-0.2%,2%,-15,17,-15,3%,1%,·,-6
Cc1cccc(NC(=O)CCC(=O)N/N=C/c2ccc(O)cc2O)c1,1%,·,0.4%,?,23,0,1,1%,-7%,·,0
COc1ccc(-c2ccc3c(n2)sc2c(=O)[nH]c(=O)[nH]c23)cc1OC,3%,10%,-0.2%,4%,·,·,·,1%,·,·,1
O=C(NCCc1ccccc1)c1cc(-c2ccc3c(c2)OCO3)on1,19%,3%,0.4%,-2%,-5,1,-12,1%,·,1%,2
COc1cc(/C=C2/C(=N)N3N=C(CC(=O)N4CCOCC4)SC3=NC2=O)ccc1OCc1ccc(F)cc1,-10%,-3%,0.0%,1%,-11,8,2,-1%,-12%,·,·
CCn1c(SC2CCOC2=O)nnc1-c1ccc(Cl)cc1 (stereo not given),-1%,12%,-0.1%,9%,?,10,9,-1%,0%,-6%,3
Cn1c(SCC(=O)NNC(=S)Nc2ccccc2)nnc1-c1ccccc1,-13%,-1%,-0.5%,?,4,31,-1,5%,1%,1%,-3
Cc1ccc(S(=O)(=O)/N=C(\N)c2ccc(Cl)cc2)cc1,2%,3%,0.3%,0%,5,17,-3,3%,-2%,·,5
